CHRM1 agonist = activates human CHRM1 receptor; 0.33% of 360,000 active; activation, % at 3 µM; AID 588814; CHO-K1 hM1, Fluo-8 calcium fluorescence, agonist mode; 0% DMSO, 100% acetylcholine EC100;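 active means activation above the run's mean compound activation plus 3 SD, cut at about 16% in these data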;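 further: peak over basal fluorescence ratio within a 140 s kinetic read after compound addition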
Target sequence (P11229 whole entry, looked up): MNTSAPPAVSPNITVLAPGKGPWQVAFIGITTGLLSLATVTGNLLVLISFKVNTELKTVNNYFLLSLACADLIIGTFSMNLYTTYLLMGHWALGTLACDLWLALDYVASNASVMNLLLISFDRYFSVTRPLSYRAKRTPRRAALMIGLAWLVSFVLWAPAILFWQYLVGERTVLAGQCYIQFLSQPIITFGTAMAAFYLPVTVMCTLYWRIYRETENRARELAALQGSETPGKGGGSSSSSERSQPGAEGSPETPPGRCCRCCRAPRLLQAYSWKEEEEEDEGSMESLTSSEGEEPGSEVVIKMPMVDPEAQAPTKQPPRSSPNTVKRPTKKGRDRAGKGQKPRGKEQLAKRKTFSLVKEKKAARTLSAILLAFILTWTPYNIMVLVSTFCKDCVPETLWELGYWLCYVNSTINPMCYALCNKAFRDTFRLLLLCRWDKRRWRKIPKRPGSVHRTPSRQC
CHRM5 antagonist = antagonists of human muscarinic M5 receptor (CHRM5). P08912. 0.59% of 360,000 active. inhibition, % at 3 µM. AID 624040. CHO-hM5 cells, Fluo-8 calcium fluorescence, ACh EC80;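 active means inhibition above a per-plate cutoff, the mean of that plate's test compounds plus 3 SD, cut at about 27% in these data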;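 further: 0% = acetylcholine EC80 with DMSO and 100% = DMSO without agonist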
M4 ag = CHRM4 agonism in calcium assay. P08173. CHO-K1 hM4/Gqi5, Fluo-8 calcium fluorescence; vehicle 0%, full acetylcholine response 100%. activation, % at 3 µM. 0.14% of 360,000 active;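 active means activation above the run mean over all test wells plus 3 SD, cut at about 32% in these data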;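 further: peak over basal fluorescence ratio per well then scaled between controls; 0% = DMSO wells and 100% = acetylcholine at EC100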
M1 antag = blocks human M1 muscarinic receptor; P11229; CHO-K1 hM1, Fluo-8 calcium fluorescence, ACh EC80 antagonist; inhibition, % at 3 µM; 1.3% of 360,000 active;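 active means percent inhibition above its own plate's cutoff, namely the mean of that plate's compound wells plus 3 SD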;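 further: peak over basal fluorescence ratio during 140 s after agonist addition; 0% = ACh EC80 plus DMSO and 100% = DMSO alone without agonist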
TAAR1 ag = agonists of human TAAR1; Q96RJ0; CHO RD-HGA16 TAAR1, Fluo-8 calcium fluorescence; vehicle wells 0%, saturating PEA agonist 100%; activation, % at 3 µM; 0.99% of 360,000 active; AID 624467;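 active means activation above the mean activation of all test compounds in the run plus 3 SD, cut at about 38% in these data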
Target sequence (Q96RJ0 whole entry, looked up): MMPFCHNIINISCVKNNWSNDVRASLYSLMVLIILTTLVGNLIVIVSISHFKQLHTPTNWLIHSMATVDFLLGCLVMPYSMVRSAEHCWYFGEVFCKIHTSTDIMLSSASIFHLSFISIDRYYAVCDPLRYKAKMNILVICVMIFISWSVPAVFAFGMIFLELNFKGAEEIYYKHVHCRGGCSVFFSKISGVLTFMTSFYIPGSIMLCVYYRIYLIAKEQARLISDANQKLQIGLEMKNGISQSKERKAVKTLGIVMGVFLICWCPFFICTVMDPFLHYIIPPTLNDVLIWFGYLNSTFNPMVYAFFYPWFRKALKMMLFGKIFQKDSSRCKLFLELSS
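Signal – calcium-sensitive Fluo-8 signal, excitation 470-495, emission 515-575 nm · System – RD-HGA16 (CHO) cells co-expressing Gα16 and hTAAR1 · Incubation – 17-24 h seeding, 75 min 37 °C dye, 30 min RT · Compound dosing – 3 µM single concentration · Repeats – no replicates (n 1)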
CHRM5 agonist = CHRM5 agonism in calcium assay; P08912; CHO-K1 hM5 cells, Fluo-8 calcium fluorescence; 0% DMSO wells, 100% maximal acetylcholine response; activation, % at 3 µM; 0.19% of 360,000 active; AID 624037;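 active means activation above the run's mean over test compounds plus 3 SD, cut at about 23% in these data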;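 further: signal is peak over basal fluorescence ratio across the kinetic read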
CHRM4 antagonist = blocks acetylcholine activation of human M4 receptor; P08173; CHO-hM4 cells, ACh EC80, Fluo-8 calcium fluorescence; inhibition, % at 3 µM; 0.73% of 360,000 active; AID 624125;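 active means inhibition above its plate's cutoff, the mean inhibition of sample wells plus 3 SD, cut at about 27% in these data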;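 further: 0% = acetylcholine EC80 with DMSO and 100% = DMSO without agonist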
CHRM1 PAM = potentiates human M1 receptor response to acetylcholine; CHO-K1 hM1, Fluo-8 calcium fluorescence, ACh EC20; 0% = ACh EC20, 100% = maximal ACh; activation, % at 3 µM; 0.088% of 360,000 active; AID 588819; in the data active means activation above about 19%, passing the limit was not always enough
M5 PAM = potentiates acetylcholine response at human M5 receptor | CHO-K1 hM5, Fluo-8 calcium, ACh EC20 PAM; 0% = ACh EC20, 100% = ACh EC100 | activation, % at 3 µM | 0.3% of 360,000 active;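 active means activation above the run cutoff, the mean activation of all test compounds plus 3 SD, cut at about 18% in these data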
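System – CHO-K1 hM5 cells · Compound – 3 µM, single dose · Incubation – compound preincubation 140 s before EC20 acetylcholine addition · Technique – Fluo-8 calcium fluorescence · Measure – Max/basal fluorescence ratio as % of EC20–EC100 ACh window · Benchmarks – low control EC20 acetylcholine (0%), high control EC100 acetylcholine (100%) · Replication – singlicate, one well per test compound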
The depositor's hits bear a star; nt = no result given. The list is partial, so the mix of outcomes need not match the whole.

SMILES	CHRM1 agonist	CHRM5 antagonist	M4 ag	M1 antag	TAAR1 ag	CHRM5 agonist	CHRM4 antagonist	CHRM1 PAM	M5 PAM
O=C1C=CC(=Nc2ccc(F)cc2)O1	-2	-11	2	-10	2	-2	-21	4	22*
CCOC(=O)N/N=C\c1ccc([N+](=O)[O-])o1	-1	-8	3	-27	0	1	-5	2	-1
Cn1ncc([N+](=O)[O-])c1C(=O)Nc1nccs1	-6	7	9	3	-2	-1	6	0	-10
Cc1cc(C)c(NC(=O)CSc2nnc(-c3ccncc3)n2Cc2ccco2)c(Cl)c1	-3	2	1	4	3	-2	-1	4	-3
CC(NC(=O)NC(N)=O)(C(F)(F)F)C(F)(F)F	-3	-3	2	-7	0	4	-2	8	11
COC(=O)c1cccc(NS(=O)(=O)c2ccc(OC)c(OC)c2)c1C	2	3	7	6	17	8	4	-6	-10
CN(C)c1ccc(NC(=O)c2ccc(N3CCOCC3)nc2)cc1	-5	8	3	5	1	-3	-8	0	2
COc1ccc(C2(CNS(=O)(=O)c3ccc(C)cc3)CCOCC2)cc1	-3	-1	1	-9	-2	1	0	3	0
COc1cc(OC)nc(Oc2ccccc2C(=O)Oc2ccc(F)cc2Cl)n1	-8	3	1	11	2	-2	-6	-11	-9
O=C(CCN1C(=O)c2ccccc2C1=O)OCn1nnc2ccccc2c1=O	-4	-5	3	9	0	-4	-14	-6	4
Cc1ccc(N2CCN(CC(O)COc3cccc(C)c3)CC2)cc1 (stereo unspecified)	-5	22	15	14	0	-2	2	-4	-19
O=C(Nc1cccc(Oc2ccc3c(c2)C(=O)NC3=O)c1)c1cccs1	-10	5	3	-10	4	-6	4	5	-3
Cc1csc(NC(=O)CSc2nnc(-c3ccoc3C)n2C(C)c2ccccc2)n1 (stereo unspecified)	-3	4	0	-15	6	1	4	8	0
Cc1ccc(N2CC(C(=O)N3CCC(C(=O)NCCCOC(C)C)CC3)CC2=O)cc1 (stereo unspecified)	-4	9	1	-4	6	-3	11	5	1
O=C(O)CCn1ccnc1-c1ccccc1	0	5	0	-10	7	1	4	7	1
COc1cc(OC)cc(-c2nc3ccccc3c(=O)n2OC(=O)c2ccc(Br)cc2)c1	-1	0	0	-9	8	2	-1	12	-1
COc1ccc(C(C(=O)NC(C)(C)C)N(C(=O)CNC(=O)c2cccs2)c2cccnc2)cc1OC (stereo unspecified)	-2	-7	0	-11	-4	0	-15	15	3
COc1ccccc1C(=O)NCCC(=O)Nc1ccncc1	-1	-4	2	-12	2	4	4	12	6
c1ccc(COc2cccc(CNCc3ccccn3)c2)cc1	-10	11	3	1	4	-8	-7	-8	-5
COc1ccccc1-n1cnc2cc(NCc3ccco3)ccc21	-5	-6	1	-5	8	2	4	-2	0
COc1ccc(-c2oc3ccc(-c4cc(OC)c(OC)c(OC)c4)cc3c2C#Cc2ccccn2)cc1	1	13	3	1	12	1	9	-4	-18
O=c1cc(C(F)(F)F)nc(-c2ccccc2OC(F)(F)F)[nH]1	-3	1	0	-10	4	6	0	6	9
Cc1cc(N=Cc2c(O)ccc3ccccc23)no1	-2	-2	0	-9	11	-4	6	9	-1
C=C(C)c1cccc(C(C)(C)NC(=O)N2CCCC(C(N)=O)C2)c1 (stereo unspecified)	-4	2	1	-14	-1	0	-7	-2	5
COc1ccc(CCNS(=O)(=O)c2ccc3c(c2)OCCO3)cc1	-3	6	4	0	6	-7	-5	3	-4
COCCCNC(=O)Cn1cc2c(n1)CCCCC2	-2	-2	1	-11	0	3	2	9	0
C=CCC1NS(=O)(=O)OC(COC)C1C (stereo unspecified)	2	-2	2	-10	1	1	-5	16	8
O=C(CCN1C(=O)/C(=C/c2cccc(Br)c2)SC1=S)NNC(=O)c1cccnc1	5	10	4	-3	nt	4	4	3	-6
COc1ccccc1N(CC(O)CN1CCCC1)S(=O)(=O)c1ccccc1 (stereo unspecified)	-8	14	1	-5	0	-3	12	1	-1
O=C(Cc1ccccc1[N+](=O)[O-])OCC(=O)N1CCN(c2ccccc2)CC1	1	-11	2	-25	2	3	-19	11	3
CC(C)(C)c1ccc(C(=O)O[C@H]2[C@H](Cc3ccccc3)NS(=O)(=O)[C@H]3C[C@@H]4C=C[C@]23O4)cc1	-7	-4	2	2	-1	1	4	-2	1
CC(C)(C)[C@@H]1CCC(=O)N(CC[C@H](Sc2ccccc2)c2ccccc2)CC1	-4	13	0	-10	13	-2	7	7	-5
COc1cccc(C(=O)Nc2cc(=O)n(C)c(=O)n2C)c1OC	-2	3	0	-11	1	2	-8	9	0
CCN(CC)c1ccc(N=C2C(=O)Nc3ccccc32)cc1	-5	4	0	-16	-3	-3	5	7	-2
C[C@@H]1CN([C@H](C)CO)C(=O)CCCn2nncc2CO[C@@H]1CN(C)S(=O)(=O)c1ccc(-n2cccn2)cc1	-6	-10	1	-17	1	1	-11	13	5
CC(=O)c1cccc(NC(=O)c2ccc(N(Cc3ccccc3C)S(C)(=O)=O)cc2)c1	3	-5	16	1	20	0	-14	-1	-14
COc1ccc(CCNc2ncnc3sccc23)cc1OC	0	48*	21	40*	11	6	40*	-14	-30
Cc1c(NC(=O)COC(=O)c2cccn2C)c(=O)n(-c2ccccc2)n1C	-5	6	1	-11	0	1	3	3	-1
CCN(CC)S(=O)(=O)c1ccc(C)c(N=C=S)c1	-8	-4	1	-4	4	1	-1	8	-5
Nc1cc(Oc2ccc(F)cc2F)cc([N+](=O)[O-])c1	-9	-8	1	-5	-2	-4	0	5	11
COc1ccc(OCCOCCN2CCN(C)CC2)cc1	-8	3	1	-6	1	2	6	2	1
Cc1cc(=O)[nH]c(SCC2(O)C3CC4CC(C3)CC2C4)n1 (stereo unspecified)	0	11	0	-22	3	1	0	10	-3
Cc1sc(NC(=O)c2ccco2)c(C(c2ccncc2)N2CCOCC2)c1C (stereo unspecified)	-4	11	1	1	4	-4	12	-1	-7
O=C(CCc1ccccc1)n1nc(-c2ccccc2)nc1NCc1ccco1	-3	-2	0	1	8	-4	-11	-2	0
COc1cc(CC(=O)NCc2ccco2)cc(OC)c1OC	-4	2	1	1	6	2	-3	3	-5
Cc1ccc(S(=O)(=O)NCCNC(=O)N2CCOCC2)cc1	-6	1	1	-13	8	-1	8	15	0
CC(C)C[C@H]1CN([C@@H](Cc2ccccc2)CN2CCC[C@@H]2CN2C(=O)C(=O)NC[C@@H]2Cc2ccccc2)C(=O)C(=O)N1CCc1ccccc1	-12	-2	-1	-3	3	-1	0	8	6
O=C(Oc1cccc2cccnc12)c1cccc([N+](=O)[O-])c1	-1	-12	2	6	1	3	0	2	0
CCOC(=O)c1cn(Cc2ccc(Br)cc2)nn1	-6	0	1	7	0	4	16	-7	-3
CN1CCN(c2ccc(CNC(=O)c3ccc(-c4ccc(F)c(F)c4)c4ccoc34)cc2)CC1	-3	-3	3	-23	10	-1	-17	11	-4
NC1=NC(=Nc2cccc(S(=O)(=O)N3CCOCC3)c2)c2ccccc21	-1	12	1	-3	0	-4	12	3	-5
Cc1nc(Nc2cccc(C(F)(F)F)c2)nc2c1C(=O)CC(C)C2 (stereo unspecified)	-3	3	1	-27	2	-2	2	-1	7
COc1ccc(CNC(=O)CN2CCC(NC(=O)c3ccccc3C)CC2)cc1	-3	2	1	4	0	-1	2	7	1
COc1ccc([N+](=O)[O-])cc1NC(=O)CCCOc1ccccc1	-7	-4	6	1	-1	-2	-6	2	2
O=C(NNC(=O)c1cccc2ccccc12)c1ccco1	-1	6	1	-8	16	-6	6	9	16
NC(=O)NC(CC(=O)NCCc1ccc(S(N)(=O)=O)cc1)c1ccc(Cl)cc1 (stereo unspecified)	-2	1	1	-10	0	-1	-9	4	-1
CCOC(=O)c1ccc(NC(=O)c2cccc(C)c2[N+](=O)[O-])cc1	-11	0	2	-7	9	1	10	-4	-1
OCCCN1CCN(CCOc2ccccc2-c2ccccc2)CC1	-8	-4	1	-9	0	-7	-5	1	-1
COc1ccccc1Oc1ccc2c(c1)C(=O)N(c1ccc(C)cc1)C2=O	-3	-6	0	-5	15	-2	-7	0	1
Cc1cc(C)c(S(=O)(=O)NCc2ccccn2)c(C)c1	-1	13	1	-10	0	-1	-6	6	-1
Continuation:
SMILES	CHRM1 agonist	CHRM5 antagonist	M4 ag	M1 antag	TAAR1 ag	CHRM5 agonist	CHRM4 antagonist	CHRM1 PAM	M5 PAM
CC(C)(C)NC(=O)Nc1ccccc1C(N)=O	5	6	0	3	7	2	2	6	1
CN(C(=O)c1ccc(Cl)cc1)C1CCS(=O)(=O)C1 (stereo unspecified)	-6	3	2	-13	3	2	-1	12	13
Cc1nc(C(=O)Nc2ccccc2)sc1C1(C)CC(c2cccc([N+](=O)[O-])c2)=NO1 (stereo unspecified)	-6	11	5	25	6	2	8	-6	-2
Cc1ccccc1OCCN1C(=O)C(=O)c2cccc(C)c21	15	-10	2	-11	0	19	-6	1	-2
COC(=O)[C@]1(Cc2ccccc2)N[C@H](CN(C)C(=O)NC(C)C)[C@@H]2C(=O)N(Cc3ccccc3)C(=O)[C@@H]21	1	-3	0	-17	0	-1	5	17	4
C=CCN1C(=O)/C(=C\c2ccc(OC(=O)c3ccco3)c(OC)c2)SC1=S	-10	-1	2	-1	11	2	-1	7	6
Cc1c(NS(=O)(=O)c2cccc(C(=O)NCc3ccccc3)c2)c(=O)n(-c2ccccc2)n1C	-2	0	1	-3	1	1	-7	3	-6
COCc1cc(C)nc2sc(C(=O)Nc3nccs3)c(N)c12	-2	-1	1	-10	0	1	-17	9	0
COc1ccc2c(ccc[n+]2CC(=O)c2ccc(C)cc2)c1	-8	-3	1	-9	-1	-5	-2	5	2
O=c1c2ccccc2sn1-c1ccc(F)cc1	5	4	13	2	57*	16	22	0	4
Cc1ccc(OCCNC(=O)CCNC(=O)c2ccc(Cl)cc2)cc1	-4	5	1	-6	0	-3	-9	9	1
Cc1cc(OC(=O)N2CCCCC2)cc(C)c1Cl	-4	2	0	-17	9	-5	3	-2	2
COc1ccc2nc(NCCCO)[nH]c2c1	0	-5	1	-14	25	2	-1	14	6

Quoted at random: 5 compounds from above.
SMILES	CHRM1 agonist	CHRM5 antagonist	M4 ag	M1 antag	TAAR1 ag	CHRM5 agonist	CHRM4 antagonist	CHRM1 PAM	M5 PAM
COc1ccc2nc(NCCCO)[nH]c2c1	0	-5	1	-14	25	2	-1	14	6
CN(C(=O)c1ccc(Cl)cc1)C1CCS(=O)(=O)C1 (stereo unspecified)	-6	3	2	-13	3	2	-1	12	13
O=c1c2ccccc2sn1-c1ccc(F)cc1	5	4	13	2	57*	16	22	0	4
Cc1ccccc1OCCN1C(=O)C(=O)c2cccc(C)c21	15	-10	2	-11	0	19	-6	1	-2
COc1ccc2c(ccc[n+]2CC(=O)c2ccc(C)cc2)c1	-8	-3	1	-9	-1	-5	-2	5	2

High-throughput results deposited in PubChem by The Scripps Research Institute Molecular Screening Center.
